Screening data from PubChem.
IP6K1 inh – inhibitors of human IP6K1 | actives 0.81% (n = 140,000) | IP6K1 kinase, ADP-Glo luminescence, 2 h; active compounds read low | Q92551 | AID 1645851 | activity change, % (series mostly up to about 58 µM); in the data active means activity change below about -25%
Target sequence (Q92551 whole entry, looked up): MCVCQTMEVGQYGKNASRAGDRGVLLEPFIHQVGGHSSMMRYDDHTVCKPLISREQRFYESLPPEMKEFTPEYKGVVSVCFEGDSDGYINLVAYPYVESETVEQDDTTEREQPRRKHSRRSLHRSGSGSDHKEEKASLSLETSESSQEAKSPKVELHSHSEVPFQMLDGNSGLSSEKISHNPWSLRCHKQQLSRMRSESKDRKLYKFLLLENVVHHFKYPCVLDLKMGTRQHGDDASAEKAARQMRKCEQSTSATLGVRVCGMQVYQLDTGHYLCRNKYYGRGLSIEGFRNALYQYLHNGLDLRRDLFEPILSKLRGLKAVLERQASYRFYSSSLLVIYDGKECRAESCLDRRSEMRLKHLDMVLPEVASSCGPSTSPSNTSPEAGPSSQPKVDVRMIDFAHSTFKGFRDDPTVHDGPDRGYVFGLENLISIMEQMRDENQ
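ADP-Glo luminescence measures ADP made by human IP6K1 during a 2 h RT reaction with ATP/IP6 (mix at 1.3 mM/130 uM); top library doses 57.5 and 19.1 uM final.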
SNCA viab count – reduces viability of HEK-293 SNCA reporter cells; HEK-293-SNCA-luc viability, GF-AFC fluorescence, 24 h; actives 0.12% (n = 150,000); Potency, µM (highest dose often 57.1 µM), without a hit: at the top dose activity change, negative = cytotoxicity, hits mostly cytotoxic;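 further: potency means the concentration at half of the fitted maximal effect; 0% = DMSO-treated cells and -100% = medium-only wells without cells; nearly all actives have a fitted effect of over 30% in size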
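HEK-293-SNCA-luc cells (1500/well) plated 24 h, then exposed 24 h to a dilution series; GF-AFC added 30 min at 37C, fluorescence 405/540 nm; normalised to medium-only and DMSO wells, Hill fit.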
Luciferase inh – inhibitors of firefly (Photinus pyralis) luciferase; P08659; purified P. pyralis luciferase, luminescence, biochemical; Potency, µM (top dose mostly 115 µM), inactives show at the top dose activity change, negative = inhibition, hits mostly inhibitors; actives 2.5% (n = 76,000); further: potency means the concentration at half of the fitted maximal effect; nearly all actives have a fitted effect of over 65% in size
Target sequence (P08659 whole entry, looked up): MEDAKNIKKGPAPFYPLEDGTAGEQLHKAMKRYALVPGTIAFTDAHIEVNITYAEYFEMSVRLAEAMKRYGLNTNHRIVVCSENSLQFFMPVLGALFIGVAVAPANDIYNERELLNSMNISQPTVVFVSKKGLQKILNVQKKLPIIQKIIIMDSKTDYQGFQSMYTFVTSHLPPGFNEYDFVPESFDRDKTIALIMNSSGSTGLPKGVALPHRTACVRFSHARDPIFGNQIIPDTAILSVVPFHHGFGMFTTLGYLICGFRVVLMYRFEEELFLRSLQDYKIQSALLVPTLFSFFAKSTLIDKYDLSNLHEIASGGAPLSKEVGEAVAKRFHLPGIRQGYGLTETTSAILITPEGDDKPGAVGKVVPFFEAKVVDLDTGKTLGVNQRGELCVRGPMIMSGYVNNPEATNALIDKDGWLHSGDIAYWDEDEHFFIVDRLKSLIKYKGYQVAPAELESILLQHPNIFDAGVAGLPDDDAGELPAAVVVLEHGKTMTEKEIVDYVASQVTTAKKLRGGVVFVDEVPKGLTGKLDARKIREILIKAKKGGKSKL
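Cell-free enzyme assay, 10nM P. pyralis luciferase, luciferin and ATP each at 10uM. Inhibition profiled over a 6-point titration, read as luminescence.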
HEK cytotox – cytotoxic compounds in HEK 293 cells | HEK 293 viability, ATP luminescence (CellTiter-Glo), 48-72 h | Potency, µM (highest dose often 115 µM), without a hit: top-dose activity change, negative = cytotoxicity, hits mostly inhibitors | actives 6.6% (n = 94,000) | AID 1345083; further: potency means the concentration at half of the fitted maximal effect; nearly all actives have a fitted effect of over 60% in size
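qHTS cytotoxicity; HEK 293, 250 cells/well; compound pinned; 48 or 72 hr, 37 degree Celsius, 5% CO2, 95% humidity; CellTiter-Glo, 10 min RT; luminescence (ATP).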
NIH3T3 tox – kills NIH 3T3 cells | NIH 3T3 viability, CellTiter-Glo ATP luminescence, 48-72 h | Potency, µM (top dose mostly 96.7 µM), without a hit: at the top dose activity change, negative = cytotoxicity, most hits filed as inhibitors | actives 4.3% (n = 94,000) | AID 1345082; further: potency means the concentration at half of the fitted maximal effect; nearly all actives have a fitted effect of over 55% in size
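Cytotoxicity is measured as loss of cellular ATP: NIH 3T3 cells (400/well) are exposed to compound for 48 or 72 hr at 37 °C, then CellTiter-Glo luminescence is imaged after 10 min at room temperature.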
SNCA expr inhib – inhibitors of alpha-synuclein (SNCA) gene expression | HEK-293 SNCA-luciferase knock-in, luminescence, 24 h | Potency, µM (doses to about 57.2 µM), without a hit: at the top dose activity change, negative = inhibition, hits mostly inhibitors | actives 0.17% (n = 140,000);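 further: potency means the concentration at half of the fitted maximal effect; plate controls were DMSO cells for no effect and cell-free wells for full effect; nearly all actives have a fitted effect of over 45% in size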
GPT2 inh – blocks human glutamate pyruvate transaminase 2 | Recombinant GPT2, coupled pyruvate oxidase/HRP Amplex Red fluorescence | actives 0.25% (n = 100,000) | Potency, µM (doses to about 57.7 µM), for the others: at the top dose activity change, negative = inhibition, actives largely listed as inhibitors | Q8TD30 | AID 1671188; further: potency means the concentration at half of the fitted maximal effect; nearly all actives have a fitted effect of over 60% in size; many of its hits are not listed in these tables
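Fluorescence of coupled pyruvate oxidase/HRP/Amplex Red system (50uM Amplex, 30 min, dark) reports pyruvate formed by GPT2. Enzyme reaction: 10ng/uL GPT2, 2mM L-alanine, 250uM a-KG, 30 min room temperature, pH 7.5; 50uM AOA control.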
Active calls of the source: *; i = inactive; ? = inconclusive; . = no result given; [ ] = remark or other dose. Unless noted, the call rests on the fitted dose curve; in most records, active means well fitted curve in the direction sought with a large enough effect; inconclusive means small, poorly fitted or top-dose-only effect, or another doubt; inactive means no such curve, though single readings can be large; an effect the other way counts as inactive or inconclusive. Unless noted, on the % scale 0 is the no-effect control and ±100 the full control effect. An excerpt; rates above refer to the full screens.

smiles	IP6K1 inh	SNCA viab count	Luciferase inh	HEK cytotox	NIH3T3 tox	SNCA expr inhib	GPT2 inh
Cc1nn2c(c1-c1ccccc1OCc1ccccc1)N(C(=O)CN1CCOCC1)CCC2	14.2	-12.1%	-4.0%	-4.9%	?	-8.2%	-0.1%
CC(C)NC(=O)Cn1c(=O)nc(-c2ccccc2F)c2cc(Cl)ccc21	-6.7	-1.7%	.	.	.	9.1%	.
O=C(Cc1cccc(F)c1)N1CC2CC(C1)[C@H]1CCCC(=O)N1C2 (some centres undefined)	1.0	-6.3%	-0.2%	1.6%	2.5%	-13.2%	i
COCCNC(=O)N1[C@@H]2CC[C@H]1CC(NC(=O)c1ccc(F)cc1)C2 (some centres undefined)	17.7	2.5%	5.5%	4.7%	-2.4%	-6.5%	i
CC(=O)Nc1ccc(C2(C(=O)NCc3ccc(N(C)C)cc3)CCCCC2)cc1	3.3	-2.3%	3.1%	-10.6%	-9.5%	6.0%	i
COc1ccc(C2CC(=O)Nc3c2c(C)nn3-c2nc(C)cc(C)n2)c(OC)c1OC (centres undefined)	14.0	-6.7%	.	.	.	19.9%	.
COc1ccc(-c2cc(C[C@@H]3CC[C@H](O)[C@@H](CNC(=O)Nc4ccccc4)O3)no2)cc1	-8.7	5.9%	3.6%	?	?	58.5%[activator]	-3.6%
Cc1ccc(-n2ccnc(NCCc3ccccc3)c2=O)cc1C	12.2	1.7%	.	.	.	77.9%[activator]	.
Cc1ccc(OCC(=O)NCC2(N3CCOCC3)CCCCC2)cc1C	-4.5	?	.	.	.	-21.1%	.
Cn1ccc2c(C(=O)NCCc3cnc[nH]3)nc(-c3cnn(Cc4ccccc4)c3)cc21	-5.8	-7.7%[87.6 µM]	-18.9%[172 µM]	?	79.4µM*	-15.0%[87.6 µM]	i
Cc1c(Cl)cccc1NC(=O)Cn1ccn2nc3c(c2c1=O)CCCCC3	51.0	-11.4%	-9.9%	?	-7.4%	39.7%[activator]	i
CCO[C@H]1CN(C(=O)Cc2ccc3nc(C)[nH]c3c2)C[C@@H]1O	17.4	-1.0%	-1.7%	0.0%	-7.7%	-0.8%	2.8%
CC1(CO)CCCC2(C)C1C(OC(=O)c1ccccc1)C=C1C(=O)OCC12O (centres undefined)	-0.9	?	.	.	.	.	-22.2%[27.3 µM]
CN1C[C@@H](NS(=O)(=O)c2ccc(F)cc2)C[C@H]1c1nc(-c2cccnc2)no1	-0.8	1.1%[87.6 µM]	-14.2%[172 µM]	-12.1%[172 µM]	-25.4%[174 µM]	35.9%[activator][87.6 µM]	3.7%[88.5 µM]
Cc1ccc(C)c(NC2=C(c3ccc(C(F)(F)F)cc3)C(=O)c3ccccc32)c1	-9.2	-0.6%	.	.	.	30.9%	.
COc1cc(C(CC(=O)Nc2ncccc2C)N2Cc3ccccc3C2=O)cc(OC)c1OC (centres undefined)	-13.9	-10.2%	.	.	.	11.0%	.
NC1CC(c2cc(N3CCCN(C(=O)c4ccoc4)CC3)ncn2)C1 (centres undefined)	35.9	-4.5%	-6.2%	-1.4%	-1.9%	0.4%	i[11.5 µM]
COc1ccc(C(=O)c2c(N)c(C(=O)Nc3cccc(OC)c3)c3ccccn23)cc1	6.7	7.8%	.	.	.	-0.8%	.
Cc1cc2occ(CC(=O)N3CC[C@](C)(O)[C@@H](O)C3)c2cc1Cl	-0.6	-15.7%	?	-2.6%	-0.1%	64.8%[activator]	4.2%
COc1ccc(CC(=O)N2CCC3(CC2)CN([S+](=O)([O-])c2ccccc2)CCO3)cc1	-14.5	2.2%	.	-25.2%	-19.0%	18.1%	-19.3%

Part of the list above in another layout:
> O=C(Cc1cccc(F)c1)N1CC2CC(C1)[C@H]1CCCC(=O)N1C2 (some centres undefined)
  IP6K1 inh = 1.0
  SNCA viab count = -6.3%
  Luciferase inh = -0.2%
  HEK cytotox = 1.6%
  NIH3T3 tox = 2.5%
  SNCA expr inhib = -13.2%
  GPT2 inh = i

> COCCNC(=O)N1[C@@H]2CC[C@H]1CC(NC(=O)c1ccc(F)cc1)C2 (some centres undefined)
  IP6K1 inh = 17.7
  SNCA viab count = 2.5%
  Luciferase inh = 5.5%
  HEK cytotox = 4.7%
  NIH3T3 tox = -2.4%
  SNCA expr inhib = -6.5%
  GPT2 inh = i

> CC(=O)Nc1ccc(C2(C(=O)NCc3ccc(N(C)C)cc3)CCCCC2)cc1
  IP6K1 inh = 3.3
  SNCA viab count = -2.3%
  Luciferase inh = 3.1%
  HEK cytotox = -10.6%
  NIH3T3 tox = -9.5%
  SNCA expr inhib = 6.0%
  GPT2 inh = i

> COc1ccc(C2CC(=O)Nc3c2c(C)nn3-c2nc(C)cc(C)n2)c(OC)c1OC (centres undefined)
  IP6K1 inh = 14.0
  SNCA viab count = -6.7%
  Luciferase inh = .
  HEK cytotox = .
  NIH3T3 tox = .
  SNCA expr inhib = 19.9%
  GPT2 inh = .

(further entries)
smiles	IP6K1 inh	SNCA viab count	Luciferase inh	HEK cytotox	NIH3T3 tox	SNCA expr inhib	GPT2 inh
O=C1COc2ccc(OCc3cncs3)nc2CN1CCOc1ccccc1	1.8	-12.2%[87.6 µM]	-4.7%[172 µM]	?	?	-6.2%[87.6 µM]	-1.4%[88.5 µM]
Fc1ccc(-c2ccc3ncc(Nc4ccc5c(c4)OCO5)n3n2)cc1	-35.0*	-24.9%[87.6 µM]	6.1%[172 µM]	79.4µM*	?	3.4%[87.6 µM]	?
CC1=C[C@@H](CNC(=O)c2ccccc2)[C@H](C(C)C)C[C@H]1Cc1nc2ccc(C)cc2[nH]1	3.3	?	-3.6%[172 µM]	50.1µM*	?	?	-10.2%[88.5 µM]
OC[C@H]1NC[C@@H](O)[C@@H]1O	.	0.2%	.	.	.	-18.9%	0.9%
CN1[C@@H](CCC(=O)NCc2ccco2)CNC(=O)[C@H]2NCC[C@H]21	-4.2	0.4%[87.6 µM]	-4.9%[172 µM]	i	i	16.8%[87.6 µM]	0.0%[88.5 µM]
O=C(Cc1ccsc1)N1CCC(c2noc(C3CC3)n2)C1 (centres undefined)	-6.9	-11.3%	-11.2%	?	-15.4%	6.3%	i
CCOc1ccc2nc(N3CCC(C(=O)Nc4cc(C)ccc4C)CC3)sc2c1	-11.8	10.8%	.	.	.	46.9%[activator]	.
COc1ccc(N2CCN(CCCNC(=O)Nc3ccccc3)CC2)cc1	-5.7	2.6%	.	.	.	62.4%[activator]	.
CN(C)C[C@@H]1CN(S(C)(=O)=O)C[C@H]1NC(=O)C1(C)CCOCC1	24.1	3.6%	1.9%	-13.0%	-9.4%	6.7%	0.4%
CN(C)[S+](=O)([O-])c1ccc2c(c1)OCCN(Cc1ccc(Cl)cn1)C2	-12.9	-0.5%[87.6 µM]	-6.6%[172 µM]	?	?	10.8%[87.6 µM]	-0.5%[88.5 µM]
CCCCN(CC)CCNC(=O)CN1C(=O)COc2ccc(S(=O)(=O)N3CCCC3)cc21	-2.5	7.4%	.	.	.	73.1%[activator]	.
CC1CCN(C(=O)CN2C(=O)NC3(CCCCC3)C2=O)CC1	-0.3	-6.8%	-9.6%	i	-1.1%	17.5%	i
Clc1cccc(-c2cnc3n2C[C@H](CNCc2ccccc2)OC3)c1	16.3	-4.0%[87.6 µM]	-6.8%[172 µM]	?	79.4µM*	3.1%[87.6 µM]	-0.9%[88.5 µM]
CCOc1ccc(C2=CC(c3cccc(Br)c3)n3c(nc4ccccc43)N2)cc1Cl (centres undefined)	32.8	7.2%	.	.	.	121.4%[activator]	.
Cc1cccc(N2CCN(CCCNc3ncnc4onc(-c5ccc(F)cc5)c34)CC2C)c1 (centres undefined)	6.4	-20.0%	.	.	.	-26.6%	.
CCN1CCN(c2ncc3c(n2)CCN(Cc2cc(F)cc(F)c2)C3)CC1	13.3	-14.6%	.	.	.	1.1%	.
COc1ccc(C)cc1NC(=O)CSc1ncc2c(n1)-c1ccc(Cl)cc1N(Cc1ccccc1)S2(=O)=O	-17.1	3.5%	.	.	.	-6.3%	.
COc1cc(-c2nnn(CC(=O)NCc3ccccc3)n2)cc(OC)c1OC	51.1	-9.9%	.	.	.	5.1%	.
Cc1cnc(C(=O)N2CCC(C3CCN(S(C)(=O)=O)CC3)C2)cn1 (centres undefined)	2.8	-2.2%[12.5 µM]	9.3%	i	i	4.3%	i
CC(C)CN(CCNC(=O)c1cn(C)c2ccc(S(=O)(=O)N3CCCC3)cc2c1=O)CC(C)C	29.0	-16.8%	.	.	.	32.1%[activator]	.

Going on with the list.
Below each compound: IP6K1 inh, SNCA viab count, Luciferase inh, HEK cytotox, NIH3T3 tox, SNCA expr inhib, GPT2 inh
- Cc1cccc(Nc2nc(N)nc(N)c2S(=O)(=O)c2ccccc2)c1
  -11.8, -2.2%, ., ., ., -15.0%, .
- C[C@@H]1O[C@@H](O[C@@H]2[C@@H](O)[C@H](O[C@@H]3[C@@H](O)[C@@H](O)[C@H](O[C@H]4[C@H](OC(=O)[C@]56CCC(C)(C)C[C@H]5C5=CCC7[C@@]8(C)C[C@H](O)[C@H](O[C@@H]9O[C@H](C(=O)O)[C@@H](O)[C@H](O)[C@H]9O)[C@@](C)(CO)C8[C@H](O)C[C@@]7(C)[C@]5(C)CC6)OC[C@H](O)[C@@H]4O)O[C@H]3C)OC[C@H]2O)[C@H](O)[C@H](O)[C@H]1O (some centres undefined)
  5.8, -25.1%[12.5 µM], ., ., ., ., i[11.5 µM]
- CN(C)C(=O)NCC(=O)N1C[C@@H](C(=O)O)[C@H](c2ccc3c(c2)OCO3)C1
  3.7, 2.7%, 3.2%, -6.8%, 0.2%, -7.2%, 4.7%
- CC1=C(C(=O)Nc2ccccc2)C(CC(C)C)n2nc(SCc3ccccc3C)nc2N1 (centres undefined)
  -4.5, 2.3%, ., ., ., 5.1%, .
- CCCCc1nn2c(=O)cc(COC(=O)c3cccc(NC(=O)c4cccc(Cl)c4)c3)nc2s1
  15.7, -4.8%, ., ., ., -6.4%, .
- O=C(NC[C@H]1O[C@@H]2C[C@@H](CC(=O)N3CCC(F)(F)C3)O[C@@H]2[C@@H]1O)NC1CCC1
  15.4, 3.4%[87.6 µM], 21.8%[172 µM], -3.6%[172 µM], -14.0%[174 µM], 11.4%[87.6 µM], -11.2%[88.5 µM]
- Clc1ccc(-c2noc([C@@H]3Cc4nc[nH]c4CN3CC3CCCCC3)n2)cc1
  9.6, 2.2%[87.6 µM], -25.6%[172 µM], 50.1µM*, 28.2µM*, -4.1%[87.6 µM], 3.6%[88.5 µM]
